# PfHsp40 yeast: rescue of yeast from PfHsp40 toxicity, primary screen, S. cerevisiae, ATP luminescence. S. cerevisiae expressing PfHsp40, growth rescue. growth rescue, % at 12.5 µM. 340,000 tested, 0.68% active; in the data active = growth rescue above about 28%, passing the limit was not always enough; inconclusive = no clear call, values can overlap the other calls;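 note: yeast W303a lacking pdr1 and pdr3 grown in galactose medium; growth measured after three days at 30 °C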
# PrPC surface inh: inhibitors of human cell surface prion protein PrPC, primary screen, cell-based, TR-FRET. 370,000 tested, 0.43% active. TR-FRET read-out. Major prion protein (Homo sapiens), P04156. inhibition, % at 13.8 µM; in the data active = inhibition above about 24%; note: 0% = median of the test wells and 100% = reference compound wells
# PriA SSB inh: inhibitors of Klebsiella pneumoniae PriA binding to SSB C-terminal tail, primary screen, biochemical, AlphaScreen. AID 1272365, 2023. PriA–SSB C-terminal tail interaction (Klebsiella pneumoniae). inhibition, % at 33 µM. 430,000 tested, 0.6% active. AlphaScreen SSBct-PriA binding, biotinylated peptide; in the data active = inhibition mostly above about 37%, no sharp cut-off; inactive = mostly below about 20%;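 note: plate controls were negative control peptide for no effect and reference peptide for full effect; strong numbers were not always called active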
# SARS 3CLpro inh: SARS-CoV 3CLpro protease inhibitors, primary screen, biochemical, quenched FRET | recombinant SARS-CoV 3CLpro, quenched FRET peptide cleavage | inhibition, % at 6 µM | 290,000 tested, 0.14% active | AID 1706, 2009; in the data active = inhibition above about 12%
# TcdB GH inh: TcdB glycohydrolase inhibitors, primary screen, biochemical, single point, plate reader. Toxin B (Clostridioides difficile), P18177. TcdB glycohydrolase enzymatic assay. inhibition, % at 9.99 µM. 350,000 tested, 0.24% active. AID 652162, 2013; in the data active = inhibition above about 10%
# Anthrax LF prot: Bacillus anthracis LF protease inhibitors, primary screen, biochemical, multiplex microsphere, MLPCN library; Lethal factor (Bacillus anthracis), P15917; multiplex microsphere protease cleavage assay; inhibition, % at 10 µM; 360,000 tested, 0.12% active; AID 588501, 2011; note: plate controls were buffer without enzyme for full effect and enzyme alone for no effect
# Yp Topo-I inh: Yersinia pestis topoisomerase I inhibitors, primary screen, biochemical, cleavage product accumulation, plate reader, single point; DNA topoisomerase I (Yersinia pestis CO92); Y. pestis Topo-I cleavage product accumulation; activity, % at 10 µM; 360,000 tested, 0.064% active; AID 504884, 2011; in the data active = activity above about 50%, passing the limit was not always enough; inconclusive = no clear call, values can overlap the other calls; note: inactives centre near 2
# BoNT A protease: BoNT/A light chain protease inhibitors, primary screen, biochemical, flow cytometry, MLPCN library. Botulinum neurotoxin type A light chain protease (Clostridium botulinum A str. ATCC 3502). AID 588499, 2011. inhibition, % at 10 µM. 360,000 tested, 0.17% active. multiplex microsphere protease substrate cleavage; note: plate controls were buffer without enzyme for full effect and enzyme alone for no effect
# Vc quorum ag: inducers of Vibrio cholerae quorum light production without autoinducers, primary screen, BH1578 luxS cqsA deficient, single point. V. cholerae BH1578 lux reporter, luminescence, 6 h. activation, % at 18.7 µM. 350,000 tested, 0.16% active; in the data active = activation mostly above about 9.7%, no sharp cut-off; inconclusive = no clear call, values can overlap the other calls; inactive = mostly below about 3.7%; note: not every result past the cut was called active; inactives centre near 0; reference of the scale not given here
# * marks the source's active call; other numbers are inactive results; i = inactive; ? = inconclusive; / = not tested or not shown; & = joins results of further samples. Cut-off read from the data, not from the text of the source, unless noted: active = inhibition above about 30%; inconclusive = no clear call, values can overlap the other calls; inactive = below that.
compound	PriA SSB inh	Yp Topo-I inh	PfHsp40 yeast	TcdB GH inh	Anthrax LF prot	SARS 3CLpro inh	BoNT A protease	Vc quorum ag	PrPC surface inh
CCC(=O)N1CCCC(C)(C(=O)NS(=O)(=O)c2ccccc2Cl)C1 (stereo not given)	/	-2.4	/	-0.2	-1.5	/	0.2	-0.4	5.9
COc1cc2ncnc(NCc3ccc4c(c3)OCO4)c2cc1OC	-9.7	0.9	0.3	-7.6	8.1	-0.1	-1.2	i	-1.5
COC(=O)C1=C(c2cccc(OC)c2OC)C[C@@H]2CC[C@H]1N2C(=O)NCc1ccco1	9.6	-10.6	-0.4	-0.4	-7.5	/	-1.0	-10.0	-2.7
COc1ccc(C(=O)Nc2ccc3ccccc3c2)c(OC)c1	-39.2	17.2	59.6*	2.7	-1.1	0.9	1.7	i	2.6
CCCCCCOc1ccc(N2C(=O)CC(S/C(N)=N/N=C(\C)c3cccs3)C2=O)cc1 (stereo not given)	/	62.6*	-1.0	/	-1.4	-1.9	-0.3	-3.3	-0.1
COc1ccc(NC(=O)CC2SC(=Nc3ccccc3)NC2=O)c(OC)c1 (stereo not given)	-0.7	-6.9	-0.3	1.5	-4.1	-0.7	0.1	-0.4	0.3
COc1ccc(NC(=O)C/C(C)=N/NC(=O)c2cnccn2)cc1Cl	/	-6.8	-1.2	1.9	-1.2	1.5	1.2	0.4	-4.4
O=C(Nc1cc(S(=O)(=O)N2CCOCC2)ccc1N1CCCC1)C1COc2ccccc2O1 (stereo not given)	9.1	-0.3	-0.1	0.6	-6.4	0.5	-0.5	i	6.1
O=C(CSCc1c(Cl)cccc1Cl)Nc1cccnc1	-3.5	-2.7	0.9	1.0	-1.0	3.2	0.2	i	2.9
CN(c1ccccn1)c1ncnc2[nH]ncc12	-1.2	-8.8	-1.4	0.6	2.7	2.7	1.8	-0.3	-0.6
Cc1cc(C(=O)OCC(=O)N2CCCC2)c2ccccc2n1	1.6	2.8	-1.7	1.6	-3.9	2.9	-1.6	i	-1.7
O=C(Nc1ccncc1)Nc1cccc(F)c1	-15.6	6.1	0.5	-1.1	-2.3	6.2	0.5	-0.2	2.6
CCOC(=O)c1cc2c(ccn2C)n1CC(=O)N1CCN(c2cccc(C(F)(F)F)c2)CC1	-3.7	-2.9	-0.3	/	-4.5	4.9	0.8	i	-1.6
O=C1CC(c2ccco2)Cc2nc(N3CCN(Cc4ccc5c(c4)OCO5)CC3)ncc21 (stereo not given)	5.5	26.6	1.5	/	-1.5	-2.4	-0.4	1.1	-0.7
Cc1cc(C)cc(NC(=O)c2cccc(N3C(=O)C4C5C=CC(C5)C4C3=O)c2)c1 (stereo not given)	-15.6	13.3	0.2	0.5	0.0	0.0	0.0	-1.6	-1.3
C=CCn1c(COc2ccccc2)nnc1SCC(=O)O	-10.4	-2.1	0.1	/	0.2	-2.0	0.2	i	-0.6
Cc1ccc([C@@]2(OC(=O)c3ccccc3)C(=O)N(C(=O)OC(C)(C)C)c3ccccc32)cc1	/	/	/	1.3	-0.8	/	0.0	/	0.7
COc1cccc(CNS(=O)(=O)c2ccc3c(c2)N(C)CCO3)c1	9.4	8.6	1.3	-0.8	0.8	-5.2	-4.4	i	0.3
COc1cccc(CN2CCN(c3ccc(F)cc3)C2=O)c1	-23.1	2.1	-0.1	-2.9	2.6	-4.9	-0.3	0.3	13.0
Cn1c(=O)c2c(ncn2CC(=O)Nc2nc3ccc(F)cc3s2)n(C)c1=O	-20.0	-4.3	0.1	/	4.8	1.0	0.9	i	1.7
CCC(c1nnc(SCC(=O)N2CCOCC2)n1C1CCCCC1)N(C)C (stereo not given)	-0.7	5.4	0.4	1.1	-4.0	6.2	0.1	-0.2	4.9
COc1ccc(-n2c(COc3ccc4ccccc4c3)nnc2SCC(=O)NCc2ccco2)cc1	25.0	37.5	3.1	0.6	-5.3	1.7	-1.4	i	6.0
CCC(=O)Nc1ccc(N2CCOCC2)c(S(=O)(=O)Nc2ccc(OC)cc2)c1	0.5	-3.8	-0.7	1.0	-6.1	3.2	-3.9	i	0.4
COc1ccc(N2CCN(C(=S)Nc3cc(C)ccc3C)CC2)cc1	-4.5	8.1	0.6	0.9	-11.7	3.9	-0.3	1.6	-6.0
C#Cc1cc(N2CCN(C(=O)c3ccoc3)CC2)n2nc(-c3cccc(Cl)c3)cc2n1	/	39.4	/	0.8	4.1	/	0.2	-0.7	4.5
Cn1c(=O)n(Cc2ccc(F)cc2)c(=O)c2c1nc1n2CCN1Cc1ccco1	7.8	3.8	-0.5	1.6	-2.1	-3.2	-0.3	-0.3	0.0
Cc1cc(C)n(CC(O)COc2ccccc2C(=O)Nc2ccccc2)n1 (stereo not given)	-1.4	14.9	0.4	/	-10.5	-1.5	11.4	-7.1	-1.5
COc1c(C)cc(C(=O)C2CCCN(C(=O)c3cc(C4CC4)[nH]n3)C2)cc1C (stereo not given)	-12.9	19.5	-0.8	7.3	5.8	5.9	1.6	-0.1	-8.0
CCOc1ccc(N(C(=O)CNC(=O)c2ccco2)C(C(=O)NC2CCCC2)c2ccco2)cc1 (stereo not given)	5.9	9.6	2.3	1.4	-0.9	-1.8	1.2	-0.1	9.9
CC(=O)c1ccc(Nc2nc(CN)cs2)cc1	/	3.6	/	1.5	-5.6	/	0.2	0.4	-1.1
CC(=O)c1ccc(OCCCC(=O)NC2=NCCS2)cc1	-8.5	-2.2	-0.4	/	-2.9	-2.1	?	i	-3.8
CCOc1ccc(S(=O)(=O)Nc2ccccc2SC)cc1	-11.3	-1.5	-1.3	/	-3.5	-1.4	-2.5	-0.2	8.7
CN(C)[C@H]1N(C(=O)c2ccc(Br)cc2)N=C2c3ccccc3S(=O)(=O)N21	-8.6	14.7	0.2	-0.6	-0.8	5.5	?	i	-7.1
COc1ccc(Nc2nc(Cl)nc(NCCO)n2)cc1	-12.7	0.0	2.1	/	-0.9	1.3	0.0	-0.2	-5.3
COc1cccc(NC(=O)C(Cc2ccccc2)NC(=O)C2CCC(C)CC2)c1 (stereo not given)	-11.2	6.3	0.5	/	-0.4	1.4	-0.6	-1.6	15.6
Cc1ccc2nc(SCC(=O)NC3CC3)[nH]c2c1	-18.5	9.7	0.1	0.5	3.1	-2.0	0.6	i	2.4
C[C@@H](NC(=O)[C@@H]1Cc2ccccc2CN1C(=O)OC(C)(C)C)C(=O)NC1CCCC1	-0.1	-4.8	1.3	1.2	1.9	5.7	0.8	-0.9	6.1
CCn1c(C(=O)N2CCC(C(=O)NCc3ccc(OC)cc3)CC2)cc2sccc21	2.5	22.5	-0.4	3.3	0.0	-2.6	-1.2	-1.0	-4.1
O=C1c2cccc(NCCCNCCO)c2C(=O)c2cccc(NCCCNCCO)c21	86.7	-25.3	-0.5	-11.7	-55.6	/	30.0*	i	-55.4
CC(CCc1ccccc1)NC(=O)c1ccc(NC(=O)c2cccc(Br)c2)cc1 (stereo not given)	-7.6	7.6	0.0	/	-5.4	-1.3	0.1	-0.4	3.3
CSc1ccccc1NC(=O)CN(C)C(=O)/C=C/c1ccccc1	-10.7	5.0	-0.3	1.2	2.1	/	-0.6	2.6	4.6
Cc1nc2sc3c(c2c(=N)n1N)CCCC3	-16.8	0.4	-0.4	0.9	-1.6	0.8	0.0	-0.2	2.2
CCCN(C1CCS(=O)(=O)C1)S(=O)(=O)c1ccc(F)cc1 (stereo not given)	-0.4	-1.3	-0.5	1.4	3.3	/	-2.0	i	1.5
CCN(CC)c1ccc(/C=C2/SC(=O)N(C(C)C)C2=O)o1	-2.4	14.0	1.2	0.0	0.8	1.2	-0.8	i	-1.3
CCOC(=O)c1ccc(NC(=O)CSc2nnc(COc3ccccc3OC)n2C)cc1	-8.6	23.6	0.3	0.3	0.2	2.3	-0.2	-2.7	4.9
CCSc1nc(NCCN(C)C)c2c3c(sc2n1)COC(C)(CC)C3 (stereo not given)	-9.5	-12.5	0.2	-0.1	/	-2.0	/	-2.3	0.0
O=C(/C=C/c1c(F)cccc1Cl)Nc1ncccn1	-9.8	-5.7	2.9	1.2	-1.5	-3.6	-0.2	-0.2	-2.4
O=C(N/N=C/c1ccc(OC2CSC2)cc1)c1ccccc1	/	-0.2	-1.2	/	-0.8	2.8	0.5	9.2	13.6
CC/C(=C(\c1ccccc1)c1ccc(OCCN(C)C)cc1)c1ccccc1	31.5	-12.0&-8.4	-2.3&-2.0	0.6&0.8	-9.9&-10.3	/	-1.1&-0.1	-0.4	2.3&3.1
OC(c1ccccc1)(c1ccccc1)C1CCN(CCCOc2ccccc2Cl)CC1	/	/	/	3.6	4.3	/	-0.2	/	-20.0

# Other results.
compound	PriA SSB inh	Yp Topo-I inh	PfHsp40 yeast	TcdB GH inh	Anthrax LF prot	SARS 3CLpro inh	BoNT A protease	Vc quorum ag	PrPC surface inh
CCN(C(=O)c1ccc(C(C)(C)C)cc1)c1nnc(Cn2nnc3ccccc32)s1	-13.1	34.6	1.6	/	-7.2	-1.5	-1.2	i	11.5
CCOc1ccc(NC(=O)CSc2nc3c([nH]c4ccccc43)c(=O)n2C)cc1	-6.0	0.7	1.0	1.5	-0.1	-3.9	0.3	-0.2	2.6
CCC(C)[C@H](NC(=O)[C@H](Cc1ccccc1)n1c(=O)[nH]c2ccccc2c1=O)C(=O)N1CCC(C(=O)O)CC1 (stereo not given in full)	-9.8	-3.9	0.3	0.7	-0.1	2.1	-0.3	-0.6	1.3
O=C(NCc1ccc2c(c1)OCO2)Nc1cccc2ccccc12	-2.1	1.7	0.1	0.5	2.3	4.0	3.3	-0.3	2.6
Cc1ccc(-c2ccc(C(=O)Nc3ccccc3)o2)c2ccccc12	-1.7	-1.9	3.6	0.7	-0.6	2.5	0.1	i	3.1
COC(=O)[C@@]1(Cc2ccc(OC)cc2)[C@@H]2[C@@H](CC(=O)[C@H]2CC(=O)C(=O)N(C)C)CN1C(=O)c1ccccc1	-11.4	-1.0	-0.7	-2.2	-0.9	1.4	-0.2	-1.2	-0.9
COC(=O)C1C(=O)C=C(Nc2ccc(F)cc2F)CC1c1ccc(OC)cc1 (stereo not given)	10.3	3.2	0.7	1.1	0.6	3.1	0.4	-0.6	3.0
Cc1c(NC(=O)CC2CC(C)OC2=O)c(=O)n(-c2ccccc2)n1C (stereo not given)	3.4	-0.8	-1.8	/	2.4	5.9	-0.1	-0.5	-0.9
CCOc1cc(C(=O)Nc2ccc(S(=O)(=O)Nc3cnc4ccccc4n3)cc2)cc(OCC)c1OCC	-3.4	10.4	1.5	0.4	-13.4	/	-0.1	-0.6	-0.7

# Structural class, those above containing bromine (two)
compound	PriA SSB inh	Yp Topo-I inh	PfHsp40 yeast	TcdB GH inh	Anthrax LF prot	SARS 3CLpro inh	BoNT A protease	Vc quorum ag	PrPC surface inh
CN(C)[C@H]1N(C(=O)c2ccc(Br)cc2)N=C2c3ccccc3S(=O)(=O)N21	-8.6	14.7	0.2	-0.6	-0.8	5.5	?	i	-7.1
CC(CCc1ccccc1)NC(=O)c1ccc(NC(=O)c2cccc(Br)c2)cc1 (stereo not given)	-7.6	7.6	0.0	/	-5.4	-1.3	0.1	-0.4	3.3

# Screening results from PubChem BioAssay.

# These rows are one share of the data; the hit share may differ from the screen's.
